High-throughput results (PubChem BioAssay)
CSM14.1 death rescue = rescue of cells from ER stress-induced death, primary screen, 384-well, CSM14.1, thapsigargin, ATP luminescence (AID 1222) | CSM14.1 thapsigargin-induced death rescue, ATP luminescence; higher % means a stronger effect | cellular ATP content (survival), % at 20 µM; hits with a dose series show EC50 in µM | 190,000 tested, under 10 active;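 active means EC50 below 50 µM in the dose-response confirmation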;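 further: death triggered by thapsigargin at about 15 µM added after 2 h compound pretreatment; cell ATP read after overnight thapsigargin exposure of roughly 18 to 22 hours; normalized against plate controls of thapsigargin alone and 5% DMSO vehicle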
PMI inhibitors = inhibitors of human PMI, primary screen, biochemical, fluorescence intensity, coupled assay (AID 1209); inhibition, % at 20 µM; hits with a dose series show IC50 in µM; purified PMI enzyme, coupled fluorescence intensity; higher % means a stronger effect; 190,000 compounds, 0.42% hits;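 further: plate controls were DMSO vehicle for no effect and wells lacking substrate for full effect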
XIAP displacement = XIAP antagonists, biochemical, IAP family, fluorescence polarization (AID 1018); E3 ubiquitin-protein ligase XIAP (Homo sapiens); XIAP BIR domain, fluorescence polarization peptide displacement; higher % means a stronger effect; displacement, % at 20 µM, or IC50 in µM where a hit was titrated; 200,000 compounds, 0.007% hits; in the data active means displacement above about 50%; further: a part of the inactive calls stands beside numbers as strong as those of hits
human PMI inhibitors = human PMI inhibitors, high substrate, primary screen, biochemical, fluorescence intensity, high mannose 6-phosphate (AID 1220); Mannose-6-phosphate isomerase (Homo sapiens); recombinant PMI enzyme, coupled fluorescence intensity; higher % means a stronger effect; inhibition, % at 20 µM; hits with a dose series show IC50 in µM; 190,000 compounds, 0.66% hits
TNAP activation fold = human TNAP enzyme activators, primary screen, biochemical, luminescent, no phosphate acceptor, uHTS (AID 1001). Alkaline phosphatase, tissue-nonspecific isozyme (Homo sapiens). purified TNAP, luminescent activation assay, no phosphate acceptor; higher activation fold means a stronger effect. activation fold at 20 µM; hits with a dose series show EC50 in µM. 200,000 compounds, 0.03% hits; in the data active means activation fold from about 3, or a potency from the dose series; inactive means the rest, 99 in 100 with activation fold below about 1.6; further: many of its hits are not listed in these tables
Myeloid diff MLP = induction of myeloid progenitor differentiation, primary screen, cell-based, flow cytometry, MLPCN library | ER-HoxA9 myeloid progenitors, lysozyme-GFP differentiation | calls only at 10 µM | 360,000 compounds, 1% hits;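 active means normalized GFP-positive differentiation at or above the plate's own cutoff, the solvent-only control mean plus 3 SD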;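 further: cells exposed to compound for four days before flow analysis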
P. falciparum M1AAP = P. falciparum M1AAP inhibitors, biochemical, fluorogenic H-Leu-NHMec substrate, 1536-well (AID 1445); Aminopeptidase N (Plasmodium falciparum (isolate 3D7)); recombinant M1AAP, H-Leu-NHMec fluorogenic kinetic assay; higher % means a stronger effect; inhibition, % at 30 µM; hits with a dose series show IC50 in µM; 220,000 compounds, 0.42% hits;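 active means primary inhibition above the hit cutoff, then over 50% inhibition at one or more dose response concentrations, cut at about 23% in these data, passing the limit was not always enough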;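 further: plate controls were DMSO full reaction for no effect and no enzyme background for full effect; strong numbers were not always called active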
LYP phosphatase = inhibitors of LYP phosphatase, biochemical, fluorescence intensity, uHTS (AID 1779); recombinant LYP phosphatase, fluorescence intensity; higher % means a stronger effect; Tyrosine-protein phosphatase non-receptor type 22 (Homo sapiens); 290,000 compounds, 0.054% hits; inhibition, % at 11.5 µM; hits with a dose series show IC50 in µM;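 further: plate controls were vehicle with enzyme for no effect and no enzyme for full effect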
M17LAP inhibition = P. falciparum M17LAP inhibitors, primary screen, biochemical, fluorogenic H-Leu-NHMec substrate, 1536-well (AID 1619). 220,000 compounds, 0.38% hits. inhibition, % at 30 µM, or IC50 in µM where a hit was titrated. Leucine aminopeptidase (Plasmodium falciparum (isolate 3D7)). recombinant M17LAP, H-Leu-NHMec fluorogenic kinetic assay; higher % means a stronger effect;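 active means compound inhibiting the enzyme by more than half at any dose during confirmatory dose-response retesting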;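 further: plate controls were full reaction with DMSO carrier for no effect and no enzyme background for full effect; strong numbers were not always called active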
Myeloid diff MLP GFP+ MAC1+ % = second read-out of Myeloid diff MLP, no call of its own (marks repeat the call); GFP+ MAC1+ double positive, %; measured here: differentiation confirmed by MAC1 staining
An asterisk follows results filed as active; i = inactive; . = no result given; + = active, no number. Unless noted, no stated cut-off is given here; in the data, active means inhibition above about 50%; inactive means the rest.

SMILES	CSM14.1 death rescue	PMI inhibitors	XIAP displacement	human PMI inhibitors	TNAP activation fold	Myeloid diff MLP	Myeloid diff MLP GFP+ MAC1+ %	P. falciparum M1AAP	LYP phosphatase	M17LAP inhibition
CCOCCCNC(=S)NCCCNc1nc2cc3c(cc2cc1C#N)OCO3	-1.5%	-65%	-12%	-118%	1.2	i	15	9%	-2%	-130%
CCOC(=O)c1cc(C(=O)OCC)cc(-n2cc(O)c(C(=O)OCC)n2)c1	-0.4%	1%	0.1%	-2%	1.1	i	9.6	4%	0%	-6%
CC1=CC(C)(C)NC(=O)N1c1ccc(C)cc1	-0.9%	-12%	-5.7%	-9%	1.2	i	0.3	-2%	4%	3%
CN(C)S(=O)(=O)Oc1ccccc1C(=O)Nc1ccc(F)cc1F	-0.1%	12%	-6.9%	15%	1	i	0.6	4%	-2%	2%
CN(C)c1nc(N)nc(CSc2nnnn2-c2ccccc2)n1	-1.4%	-2%	-5.7%	-2%	1.1	i	9.1	1%	1%	5%
O=C(NC(=S)NC1CCSC1=O)c1cccs1 (stereo not drawn)	-1.6%	-5%	-3.9%	-9%	1.1	i	0.2	6%	-6%	12%
Cc1ccc(-c2cc(C(F)(F)F)n3ncc(C(=O)N4CCN(C)CC4)c3n2)cc1	0.4%	7%	-3.5%	8%	1.1	i	0.7	10%	-7%	16%
CN(C)c1ccc(/C=N/Nc2cc(N3CCOCC3)nc(N3CCOCC3)n2)cc1	-1.3%	73%*	-1.6%	60%*	1.1	i	1.3	6%	0%	1%
O=C(NCc1ccc(Cl)cc1)c1ccccc1Oc1ccccc1	-2.0%	-2%	-3.2%	-4%	1	i	1.2	4%	0%	-2%
COc1ccccc1NC(=O)c1nnn(CC(=O)Nc2cccc(SC)c2)c1N	0.1%	12%	-0.9%	11%	1.2	i	2.1	2%	-2%	10%
NC(=O)CC[C@@H]1NC(=O)[C@H](CO)NC(=O)c2cc([N+](=O)[O-])cc(I)c2NCC[C@@H](C(N)=O)NC(=O)[C@H](Cc2ccc(O)cc2)NC1=O	-5.1%	-17%	-5.2%	-12%	1.1	.	.	7%	7%	11%
Cc1ccc([N+](=O)[O-])cc1Nc1nc(N2CCOCC2)nc(N2CCOCC2)n1	-1.5%	.	-3.7%	.	1	i	0.5	-1%	6%	1%
Cc1nn(Cc2ccccc2)c(C)c1NC(=O)CSc1nc(-c2ccccc2)nc2c1cnn2-c1ccccc1	-1.8%	5%	-8.3%	1%	1.1	i	0.4	0%	-12%	4%
COc1cccc(-n2c(SC)nnc2-c2cnccn2)c1	0.8%	-5%	-1.0%	-7%	1.1	i	1.0	3%	-7%	0%
CC(C)NC(=O)c1ccccc1-c1nc(-c2ccccc2Cl)no1	-2.4%	-3%	-5.1%	5%	1.1	i	1.4	5%	-5%	10%
C=CCSc1n[nH]c(-c2ccccc2)n1	-0.8%	6%	-2.8%	8%	0.2	i	1.1	3%	-6%	28%
Cc1cc(C)c(S(=O)(=O)N2CCOCC2)cc1NS(=O)(=O)c1cc(OCC(N)=O)c(C)cc1Cl	-0.7%	-1%	-9.3%	-11%	1	i	0.5	-6%	-8%	7%
CCOC(=O)C1C2C=CC3(CN(CCc4ccccc4)C(=O)C13)O2 (stereo not drawn)	-2.1%	-4%	-6.8%	0%	1.1	i	0.5	2%	-3%	7%
CCCC[n+]1ccn(C2=C([O-])c3ccccc3C(=O)/C2=N\S(=O)(=O)c2ccc(Cl)cc2)c1	.	.	.	.	.	i	0.4	1%	-5%	5%
O=C(CSc1ncn[nH]1)c1ccc(OC(F)F)cc1	-0.1%	16%	-5.9%	-23%	1.1	i	0.5	6%	0%	37%
COC(=O)CNC(=O)CN1C(=O)N(c2ccc(Cl)cc2)C(N(O)C(=O)Nc2ccc(Cl)cc2)C1(C)C (stereo not drawn)	-1.5%	-3%	-5.1%	7%	1	i	1.1	1%	-8%	2%
CCc1ccccc1NC(=O)N[C@H](C(=O)O)C(C)C	1.6%	-3%	-8.7%	-9%	1.1	i	0.4	-3%	-10%	21%
O=C(Nc1cccc(O)c1)c1ccc([N+](=O)[O-])cc1Cl	-1.3%	-3%	-4.2%	-4%	1	i	0.1	5%	1%	-3%
Cc1cc(C(=O)NCCCN2CCCC2=O)cs1	-2.9%	-1%	-7.4%	2%	1	i	5.8	0%	75%*	-3%
O=C(Cn1cc2c(n1)CCCC2)NCCCN1CCN(C2CCCCC2)CC1	.	-6%	-3.2%	-10%	1	i	2.6	6%	1%	10%
Remaining list, next part:
SMILES	CSM14.1 death rescue	PMI inhibitors	XIAP displacement	human PMI inhibitors	TNAP activation fold	Myeloid diff MLP	Myeloid diff MLP GFP+ MAC1+ %	P. falciparum M1AAP	LYP phosphatase	M17LAP inhibition
NC(=O)c1ccc(NC(=O)COC(=O)c2c3c(nc4ccccc24)/C(=C\c2ccc4c(c2)OCO4)CCC3)cc1	-3.1%	19%	-1.9%	7%	1	i	0.2	2%	-4%	0%
C=C(C)CN1CCN(c2c(CCC#N)c(C)c(C#N)c3nc4ccccc4n23)CC1	.	5%	-6.2%	3%	1.2	i	0.5	-2%	0%	-7%
Cc1cc(C(=O)CN2C(=O)CN(C)C2=O)c(C)n1-c1cccc(S(=O)(=O)N2CCOCC2)c1	-1.0%	-10%	-4.9%	-11%	1	i	0.1	4%	8%	-4%
CCOC(=O)C1=C(C)Nc2nc(SC)nn2C1c1ccc(C(=O)OC)cc1 (stereo not drawn)	0.1%	-9%	-2.9%	-11%	1	i	1.6	0%	-7%	-12%
COc1cc(C(=O)Nc2cccc(-c3nnc(-c4ccco4)o3)c2)ccc1OC(C)=O	-1.9%	9%	-2.3%	5%	1.1	i	1.5	6%	-5%	-3%
COC(=O)C1=C(Nc2ccccc2NS(=O)(=O)c2ccc(C(F)(F)F)cc2Cl)CSC1	.	.	.	.	.	i	0.4	7%	-4%	5%
Nc1cccc(S(=O)(=O)NC2=NCCC2)c1	-1.2%	-5%	-4.0%	-5%	1.2	i	0.7	0%	-11%	3%
COc1ccccc1N1CCSC1C(N)=O (stereo not drawn)	-1.5%	1%	-5.8%	1%	1.1	i	0.6	1%	-6%	-6%
Clc1ccc(-c2nnc3n2CCCCC3)cc1	-1.5%	-10%	-1.1%	-9%	1.2	i	1.2	2%	-7%	7%
CCOc1ccc(OCC)c(NC(=O)CN2CCN(CC)CC2)c1	-2.1%	58%*	-8.5%	0%	1.1	i	0.5	2%	-5%	13%
CC(C)=C1SC(N2CCOCC2)=NC1=O	0.5%	0%	-2.3%	0%	1.1	i	0.5	-1%	-2%	1%
CCOC(=O)c1cnn(-c2cc(Oc3cccc(C)c3)ncn2)c1N	2.2%	-10%	-5.0%	-10%	1	i	1.1	3%	1%	-3%
Cn1cccc1C(=O)NC(=O)CSc1nc2ccccc2s1	-1.3%	-11%	-2.4%	-7%	1.1	i	0.1	2%	-4%	6%
CCOc1ccc(-c2nc(N)ncc2-c2ccccc2OC)c(O)c1	.	.	.	.	.	i	0.5	2%	-4%	-3%
O=C(NNS(=O)(=O)c1ccc(F)c(Cl)c1)c1cccc(S(=O)(=O)N2CCOCC2)c1	-2.0%	1%	5.2%	-9%	1	i	0.2	9%	3%	-3%
COc1cc(-c2nnc(SCC(=O)c3ccccc3)o2)cc(OC)c1OC	0.4%	5%	0.7%	1%	1.1	i	15	6%	-3%	-3%
Cc1nc(N2CCOCC2)c2c3c(sc2n1)CCC3	.	-3%	-5.1%	-1%	1.1	i	0.2	8%	-3%	3%
CC(C)NC(=O)CCCC(=O)NC(C)C	0.5%	-5%	-6.7%	-8%	1.1	i	0.3	4%	-6%	6%
CC(=O)Nc1ccc(S(=O)(=O)NCC2CCC(C(=O)NC3CCCCCC3)CC2)cc1 (stereo not drawn)	-0.7%	0%	-5.4%	-11%	1	i	1.0	-2%	-4%	10%
O=C1NCN(CCO)CN1	.	.	.	.	.	i	0.2	2%	-3%	9%
CC1CN(C(=O)COC(=O)c2ccc(Cl)nc2)CC(C)O1 (stereo not drawn)	-1.9%	3%	-9.5%	10%	1.1	i	0.3	-3%	-1%	-2%
O=c1nc(/C=C/c2cccn2-c2ccc([N+](=O)[O-])cc2)cc(C(F)(F)F)[nH]1	-0.7%	-20%	-4.5%	-7%	1	i	0.2	12%	1%	19%
O=C(N/N=C\c1ccccn1)C1c2ccccc2Oc2ccccc21	0.2%	-6%	-6.3%	-1%	1	i	0.2	12%	-7%	3%
COC(=O)c1sccc1NC(=O)c1c(C)noc1C	-3.6%	3%	-4.2%	2%	1.1	i	0.9	2%	3%	2%
Cc1cc(C)c2nc3nc(C)c(C)cc3c(N)c2c1	-0.2%	22%	-3.7%	26%	1	+	0.6*	3%	-11%	-85%

Record cards, as listed above. Order of values: CSM14.1 death rescue, PMI inhibitors, XIAP displacement, human PMI inhibitors, TNAP activation fold, Myeloid diff MLP, Myeloid diff MLP GFP+ MAC1+ %, P. falciparum M1AAP, LYP phosphatase, M17LAP inhibition
`CCOC(=O)c1cnn(-c2cc(Oc3cccc(C)c3)ncn2)c1N` across the screens: 2.2%, -10%, -5.0%, -10%, 1, i, 1.1, 3%, 1%, -3%
`CC(C)NC(=O)CCCC(=O)NC(C)C` across the screens: 0.5%, -5%, -6.7%, -8%, 1.1, i, 0.3, 4%, -6%, 6%

(next part)
SMILES	CSM14.1 death rescue	PMI inhibitors	XIAP displacement	human PMI inhibitors	TNAP activation fold	Myeloid diff MLP	Myeloid diff MLP GFP+ MAC1+ %	P. falciparum M1AAP	LYP phosphatase	M17LAP inhibition
CCCCOc1ccc(-c2nnn(CCC(=O)N3CCOCC3)n2)cc1	-5.0%	0%	-4.0%	1%	1	i	6.0	1%	-4%	0%
CCOc1ccc(NC(=O)CSc2ncnc3c2sc2ccccc23)cc1	-1.5%	4%	-3.7%	-3%	1.2	i	1.4	5%	-8%	-4%
CCCNC(=O)CCC(=O)Nc1ncc(-c2ccc(C)cc2)n1C	-4.1%	2%	-4.5%	-3%	1	i	4.6	-3%	-2%	6%
CCN(CC)S(=O)(=O)c1cnccc1N1CCN(c2cccc(Cl)c2)CC1	-1.6%	10%	3.7%	5%	1.1	i	0.4	-1%	0%	-1%
O=c1c2ccccc2nc(N/N=C/c2c(O)ccc3ccccc23)n1O	-5.1%	0%	-4.1%	-5%	1.9	.	.	-9%	14%	19%
O=C(O)C1CCN(c2ncccn2)CC1	0.3%	2%	-1.3%	-1%	1.1	i	0.9	2%	-7%	-6%
Fc1ccccc1N1CCN(C(c2ccccn2)c2nnnn2C2CCCCC2)CC1 (stereo not drawn)	2.4%	-3%	-2.8%	-1%	1.1	i	10	7%	-11%	8%
O=C(Nc1ccc2c(c1)OCCO2)c1cc2ccccc2o1	-4.2%	6%	-5.6%	8%	1.1	i	0.2	0%	2%	16%

The order is random; overall some 2.7% were active at least once.
